Screening data (PubChem)
Bim-Bcl-2 = inhibitors of Bim-Bcl-2 binding, primary screen, biochemical, multiplexed, human Bcl-2 family. Apoptosis regulator Bcl-2 (Homo sapiens), P10415. Bead-based flow cytometry, Bim peptide-Bcl-2 binding. inhibition, % at 10 µM. 0.06% of 190,000 active. AID 950, 2007; in the data active means inhibition above about 40%; inconclusive means no clear call, values can overlap the other calls;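 further: 0% = no compound wells with probe peptide and 100% = reference peptide inhibitor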
Target sequence (P10415 whole entry, looked up): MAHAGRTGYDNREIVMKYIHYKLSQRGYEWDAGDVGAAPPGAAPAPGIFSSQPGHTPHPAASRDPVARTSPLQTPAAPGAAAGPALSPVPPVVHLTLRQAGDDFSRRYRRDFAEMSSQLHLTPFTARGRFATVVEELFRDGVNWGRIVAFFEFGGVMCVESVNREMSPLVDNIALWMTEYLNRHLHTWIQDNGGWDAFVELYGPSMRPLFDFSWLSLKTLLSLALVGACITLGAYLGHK
RGS4-Gao reg = modulators of RGS4 binding to Galphao, primary screen, biochemical, multiplexed bead flow cytometry | actives lie on both sides | 0.33% of 220,000 active | Guanine nucleotide-binding protein G(o) subunit alpha (Homo sapiens), P09471 | binding response (% of control), % at 10 µM; in the data active means binding response below about 49% or above about 150%; inactive means in between;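 further: fluorescent Galphao activated with aluminum fluoride binding bead-coupled RGS4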
RGS8-Gao reg = RGS8-Galphao binding modulators, primary screen, biochemical, multiplexed bead flow cytometry; actives lie on both sides; 0.34% of 220,000 active; response (percent of control binding), % at 10 µM; in the data active means response below about 60% or above about 140%; inactive means in between;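 further: Galphao activated as the GDP aluminium fluoride complex binding bead-coupled RGS8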
Bcl-B Bim block = inhibitors of Bim-Bcl-B binding, primary screen, biochemical, multiplexed, human Bcl-2 family | Bcl-2-like protein 10 (Homo sapiens), Q9HD36 | bead-based flow cytometry, Bim peptide-Bcl-B binding | inhibition, % at 10 µM | 0.073% of 190,000 active | AID 951, 2007;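 further: 0% = tracer peptide without compound and 100% = reference inhibitor peptide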
Target sequence (Q9HD36 whole entry, looked up): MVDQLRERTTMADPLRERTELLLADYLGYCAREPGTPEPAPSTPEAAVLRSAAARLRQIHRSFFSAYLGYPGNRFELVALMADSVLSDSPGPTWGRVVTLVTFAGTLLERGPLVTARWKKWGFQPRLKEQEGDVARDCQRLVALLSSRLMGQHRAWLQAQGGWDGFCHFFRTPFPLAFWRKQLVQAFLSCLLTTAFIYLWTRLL
Mcl1-Bid inh = Mcl-1/Bid binding inhibitors, primary screen, biochemical, TR-FRET, 1536-well. TR-FRET Mcl-1/Bid-Dy647 peptide binding. inhibition, % at 21.7 µM. 0.97% of 220,000 active;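 active means compounds that cut the binding signal by more than half at the single screening dose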;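 further: His-tagged Mcl-1 with europium anti-His antibody binding Bid BH3 peptide; 0% = Mcl-1 plus peptide wells and 100% = peptide-only wells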
Target sequence (Q07820 whole entry, looked up): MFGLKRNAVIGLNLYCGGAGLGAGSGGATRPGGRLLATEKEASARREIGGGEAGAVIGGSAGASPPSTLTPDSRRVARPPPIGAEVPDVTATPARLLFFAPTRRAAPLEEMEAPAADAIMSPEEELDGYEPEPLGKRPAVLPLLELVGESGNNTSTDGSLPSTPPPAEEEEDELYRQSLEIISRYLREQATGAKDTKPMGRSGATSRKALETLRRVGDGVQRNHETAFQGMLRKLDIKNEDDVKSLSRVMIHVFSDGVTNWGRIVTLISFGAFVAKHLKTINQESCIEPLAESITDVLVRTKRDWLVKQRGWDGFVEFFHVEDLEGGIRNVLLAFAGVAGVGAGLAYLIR
Bcl-W Bim block = inhibitors of Bim binding to Bcl-W, primary screen, biochemical, multiplexed, bead-based flow cytometry | Bcl-2-like protein 2 (Homo sapiens), Q92843 | Bim peptide-Bcl-W binding | inhibition, % at 10 µM | 0.02% of 190,000 active | AID 952, 2007;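 further: 0% = bound tracer without compound and 100% = peptide blocker; higher means less fluorescent Bim peptide bound to Bcl-W beads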
RGS7-Gao reg = RGS7-Galphao binding modulators, primary screen, biochemical, multiplexed bead flow cytometry; 0.35% of 220,000 active; binding response (% of control), % at 10 µM; Guanine nucleotide-binding protein G(o) subunit alpha (Homo sapiens), P09471; AID 1439, 2008; actives lie on both sides; in the data active means binding response below about 49% or above about 150%; inconclusive means no clear call, values can overlap the other calls; inactive means in between;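 further: fluorescent Galphao held in activated GDP-AlF4 state binding bead-coupled RGS7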
Mcl1-Noxa inh = Mcl-1/Noxa binding inhibitors, primary screen, biochemical, TR-FRET, 1536-well | inhibition, % at 21.7 µM | TR-FRET Mcl-1/Noxa peptide binding, 2 h | 1.5% of 220,000 active | AID 1022, 2008;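 active means compounds that cut the protein-peptide binding signal by more than 50% relative to plate controls in a single-dose test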;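 further: His-tagged Mcl-1 with rhodamine Noxa BH3 peptide and terbium anti-His antibody; 0% = Mcl-1 plus Noxa peptide wells and 100% = peptide-only wells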
Bfl-1 Bim block = inhibitors of Bim binding to Bfl-1, primary screen, biochemical, multiplexed, bead-based flow cytometry; Bcl-2-related protein A1 (Homo sapiens), Q16548; Bim-Bfl-1 binding inhibition; inhibition, % at 10 µM; 0.12% of 190,000 active; AID 1008, 2008;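 further: 0% = wells without compound plus tracer and 100% = blocker peptide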
Mcl-1 Bim block = inhibitors of Bim peptide binding to Mcl-1, primary screen, biochemical, bead-based flow cytometry, multiplex; Induced myeloid leukemia cell differentiation protein Mcl-1 (Homo sapiens), Q07820; 0.1% of 190,000 active; AID 1009, 2008; Bim peptide-Mcl-1 binding; inhibition, % at 10 µM;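 further: 0% = no compound tracer wells and 100% = peptide blocker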
Bcl-XL Bim block = inhibitors of Bim-Bcl-XL binding, primary screen, biochemical, multiplexed, bead flow cytometry, human Bcl-XL. Bim peptide-Bcl-XL binding, fluorescence. 0.04% of 190,000 active. inhibition, % at 10 µM. Bcl-2-like protein 1 (Homo sapiens), Q07817
Target sequence (Q07817 whole entry, looked up): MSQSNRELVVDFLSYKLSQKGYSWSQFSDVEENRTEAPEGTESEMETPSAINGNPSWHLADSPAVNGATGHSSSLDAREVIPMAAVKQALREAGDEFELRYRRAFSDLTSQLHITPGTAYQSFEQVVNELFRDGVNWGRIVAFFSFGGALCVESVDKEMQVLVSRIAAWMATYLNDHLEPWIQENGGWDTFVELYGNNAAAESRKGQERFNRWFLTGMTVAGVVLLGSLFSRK
* hit, by the source's call; ? = inconclusive; · = no result given. Unless noted, no stated cut-off is given here; in the data, active means inhibition above about 40%.

SMILES	Bim-Bcl-2	RGS4-Gao reg	RGS8-Gao reg	Bcl-B Bim block	Mcl1-Bid inh	Bcl-W Bim block	RGS7-Gao reg	Mcl1-Noxa inh	Bfl-1 Bim block	Mcl-1 Bim block	Bcl-XL Bim block
COc1ccc(N2CC(O)=C(c3nc(-c4ccccc4)cs3)C2=N)cc1	·	102	101	·	-29	·	?	-9	·	·	·
COC1(OC)C(/C=C/c2ccc(Cl)cc2)C(C#N)(C#N)C1(OC)OC (configuration not stated)	0	116	97	1	-13	1	110	14	0	0	-1
Cn1nnnc1NCc1cccc(Cl)c1	3	100	104	-1	-11	0	99	8	-2	13	-1
CSc1sc(C)cc1C=O	-1	102	100	-7	-18	0	103	14	-4	-3	-2
Cc1ccccc1-c1n[nH]c(=S)n1/N=C/C=C/c1ccco1	·	102	99	·	-135	·	?	17	·	·	·
CS(=O)(=O)N(CC(=O)NC1CCCCC1)c1cccc(F)c1	-5	99	101	-5	-19	-5	99	10	-7	-5	-3
CCOC(=O)c1sc(=N)n(-c2ccc(OC)cc2)c1C	3	101	100	-2	8	-6	95	-7	-2	-3	-12
CCOCCCNC(=O)c1ccccc1Br	-5	95	102	-7	-8	-6	91	12	-14	-2	-7
O=C(CSc1nnc(Cc2cc(=O)[nH]c(=O)[nH]2)n1-c1ccccc1)NCC1CCCO1 (configuration not stated)	-5	101	104	-5	-12	1	100	15	-15	0	-4
CN(C)c1ccc(C(=S)N2CCCCC2)cc1Br	1	107	105	-4	-20	1	114	18	-6	0	0
COCCOC(=O)C1=C(C)N(Cc2ccccc2)C(=O)NC1c1ccc(OC)cc1 (configuration not stated)	-1	101	101	0	-7	3	103	13	0	1	3
N#Cc1cc(Br)ccc1N=C1CCCN1c1ccccc1	-3	94	89	-7	-2	-2	94	-8	-2	-5	-4
COC(=O)c1cc(=O)c2c([N+](=O)[O-])ccc(OC)c2o1	0	101	100	9	-3	2	100	16	0	5	7
N#C/C(=C(\O)CCl)c1nnc2n1CCCCC2	-1	103	99	0	-32	-1	101	-2	-2	0	-1
CCC(=O)NNC(=O)CCC(=O)Nc1ccccc1	0	99	99	1	-38	0	99	0	0	0	-1
COc1ccc(NC(=O)Cn2nnc(C(=O)NCc3ccc4c(c3)OCO4)c2N)cc1	-3	100	101	-6	-17	-2	100	-26	-9	-3	-2
Cc1c(C(=O)O)oc2ccc(S(=O)(=O)NCCC3=CCCCC3)cc12	-8	104	103	-6	8	-2	103	13	-23	-6	-9
CNC(=O)c1sc(Nc2cc(C)ccc2C)nc1C	2	91	98	0	-2	4	?	1	-3	1	1
Cc1sc(NC(=O)CCCC(=O)O)c(C(N)=O)c1-c1ccccc1	-4	99	99	-20	-24	-3	93	10	0	-3	-6
O=C(CN(c1ccccc1)S(=O)(=O)c1ccccc1)NCCSCc1ccco1	-1	73	100	-2	-33	0	87	27	0	0	-2
Cn1nc(/C=C/c2ccccc2)ccc1=O	-2	98	100	-1	-3	0	99	-11	-7	1	-1
CC/C(=N\NC(C)=O)c1ccc(OC(F)F)cc1	-2	106	102	-3	-28	-1	?	6	-4	0	-4
Cc1onc(-c2ccccc2)c1C(=O)Nc1ccc(S(=O)(=O)Nc2nccs2)cc1	·	101	101	·	-90	·	?	11	·	·	·
CCOc1ccc(N(CC)C(=O)COc2cc(=O)n(CC)c3ccccc23)cc1	-4	99	104	-1	1	1	101	6	-2	0	2
COc1ccccc1-n1c(=O)[nH]c2c(C(N)=O)nc(-c3cccnc3)nc21	·	61	81	·	-43	·	?	4	·	·	·
Cc1ccnc(N2CCC(C(=O)NNC(=O)COc3cccc4ccccc34)CC2)n1	-5	99	100	-6	10	-5	103	0	-2	-5	-9
COc1cccc(-n2c(SCC(=O)NCCc3ccccc3)nnc2-c2ccoc2C)c1	-3	98	96	-7	-18	3	98	-4	-10	0	-3
O=C(CCCN1C(=O)/C(=C/c2cccs2)SC1=S)NNC(=O)c1ccc(F)cc1	-4	101	101	-7	-6	-2	104	-2	-2	-2	-8
COCc1c(Br)c(C)nc(OCC(=O)N/N=C/c2ccco2)c1C#N	-1	103	102	-5	-25	0	95	28	-5	1	-1
NC(=O)c1ccsc1NC(=O)COC(=O)C1CC2CCCC(C1)C2=O (configuration not stated)	·	100	102	·	-30	·	?	30	·	·	·
COc1ccccc1-c1nc(S(=O)(=O)c2ccc(Cl)cc2)c(N(C)C)o1	-6	100	96	-3	-30	-1	99	10	-13	0	4
O=C(Cn1cnc2c(nnn2Cc2ccc(F)cc2)c1=O)NCc1ccc(F)cc1	-3	103	100	-2	0	3	107	6	-3	5	-3
O=C(Nc1ccc(Br)cc1)c1cc2ccccn2n1	·	99	100	·	-47	·	?	-16	·	·	·
Cc1cccc(NC(=O)CN2C(=O)S/C(=C\C(=O)Nc3ccc(Cl)cc3)C2=O)c1	0	99	102	-9	-4	-6	94	10	-2	-7	-6
O=C(CSc1nc2ccsc2c(=O)n1Cc1ccccc1)NCc1ccco1	-6	102	102	-6	-21	0	105	-14	-11	-1	-3
Fc1ccc(-c2nnc(NC3=NCCCCC3)o2)cc1	-9	101	99	-6	-19	3	96	0	-9	-3	-4
CCOC(=O)N/N=C(C)/C=C/c1ccccc1	0	99	100	-2	4	0	95	-3	-2	-3	-1
Cc1cc(C(=O)NNC2CC(=O)N(c3ccc4ccccc4c3)C2=O)c(C)o1 (configuration not stated)	-3	103	100	-2	-39	1	?	18	-5	0	0
Cc1cc(=O)[nH]c(SCC(=O)Nc2ccc3c(c2)OCCO3)n1	-6	102	106	-6	23	-5	101	36	-6	-2	0
CCN1C(=O)/C(=C/C2=Cc3ccccc3OC2C)SC1=S (configuration not stated)	·	101	97	·	-18	·	?	1	·	·	·
S=c1[nH]nc(COc2ccccc2)n1/N=C/c1ccco1	-1	97	98	-44	-26	1	99	10	10	0	0
CCOC(=O)N1CCN(C(=O)c2sc3nc(-c4ccc(F)cc4)cn3c2C)CC1	-6	102	102	-2	-32	2	103	4	-7	1	-17
CCOC(=O)CSc1nnc(CCCCCN2C(=O)c3cccc4cccc(c34)C2=O)o1	-7	93	99	-7	-10	-4	95	8	-1	-4	-4
CCCCn1nnnc1SCC(=O)NNC(=O)c1ccco1	3	100	101	0	-20	4	98	3	-1	3	3
COC(=O)c1ccc(C(c2c(N)n(CC(C)C)c(=O)[nH]c2=O)N2CCN(c3ccccc3)CC2)cc1 (configuration not stated)	1	98	99	-2	-70	1	95	7	-1	-1	-1
CCOc1ccccc1C(=O)NCC(=O)OCC(=O)NCCc1ccc(S(N)(=O)=O)cc1	-18	96	84	-25	-25	0	96	5	-11	-72	0
COc1ccc(NC(=S)NCc2cccn2C)cc1	3	99	99	-3	-79	1	94	10	0	0	1
CC(C)OC(=O)C1C(=O)CC(C)(O)C(C(=O)OC(C)C)C1c1cccnc1 (configuration not stated)	-1	102	101	-3	-22	1	100	9	-9	1	-3
CC1(C)CC2CC(C)(CN2C(=O)c2cccs2)C1 (configuration not stated)	-10	102	105	-3	-20	1	107	7	-8	1	-5
Cc1cc(=O)oc2ccc(OC(=O)CC(C)C)cc12	-1	93	99	-1	-16	1	?	16	-4	0	-3
The list continues:
SMILES	Bim-Bcl-2	RGS4-Gao reg	RGS8-Gao reg	Bcl-B Bim block	Mcl1-Bid inh	Bcl-W Bim block	RGS7-Gao reg	Mcl1-Noxa inh	Bfl-1 Bim block	Mcl-1 Bim block	Bcl-XL Bim block
CC(=O)N(CCc1ccccc1C)Cc1cc2cc3c(cc2[nH]c1=O)OCO3	-2	114	113	-9	30	3	112	28	-9	0	-2
O=C(CCl)Nc1cccc(Oc2ccccc2)c1	0	104	108	1	-6	2	105	21	-2	0	2
Cc1cc(C)c(S(=O)(=O)N2CCCCCC2)cc1Br	0	97	102	-3	-45	-1	100	-2	-6	-3	-6
CCN1CCN(c2cc(C)c3cc(NC(=O)c4ccc5c(c4)OCO5)ccc3n2)CC1	-3	105	105	-3	-10	0	106	17	-9	0	-2
CCOCC(=O)Nc1cc([N+](=O)[O-])ccc1OC	3	103	99	8	10	-1	102	2	2	-1	0
COc1ccc(OC)c2c1sc(=NC(=O)C1COc3ccccc3O1)n2C (configuration not stated)	·	88	93	·	2	·	?	-53	·	·	·
O=C(CSc1nc2c(cnn2-c2ccc(F)cc2)c(=O)[nH]1)N1CCOCC1	-7	100	100	-7	-6	-2	101	-5	-9	-1	-6
COc1ccc(NC2=C(C(C)=O)C(c3ccccc3)C(C(C)=O)C(C)(O)C2)cc1 (configuration not stated)	·	95	97	·	-29	·	?	-6	·	·	·
Cc1c(C(=O)N2CCN(c3ccccc3)CC2)sc2ncnc(N3CCC(C)CC3)c12	-6	80	86	-10	-10	0	101	-4	-13	-3	0
CCOc1ccc(N(CC(=O)NCCC2=CCCCC2)S(=O)(=O)c2ccccc2)cc1	2	101	100	2	-22	-3	109	-5	4	-1	-4
COc1ccc(C(F)(F)F)cc1N/C=C/c1nnnn1-c1ccc(C)cc1	·	99	99	·	-15	·	?	-13	·	·	·
COc1ccc(-c2csc(N(Cc3ccccc3)C(=O)COc3ccc(Cl)cc3)n2)cc1	-6	100	101	-7	-32	0	99	-5	-11	0	1
COc1ccc(S(=O)(=O)N2CCC(C(=O)Nc3cccc(C(C)=O)c3)CC2)cc1C	-2	110	109	2	-16	0	112	0	1	0	1
COC(=O)CNC(c1ccccc1)c1cc(Br)ccc1NC(=O)CCN1CCOCC1 (configuration not stated)	-6	101	100	-7	-12	-3	102	5	-13	-6	-9
CCOP(=O)(OCC)C(NC(=O)/C=C/c1ccc(OC)cc1)c1ccccc1 (configuration not stated)	-2	99	99	-2	-13	-1	100	6	0	0	-1
Cc1nc2ccccc2nc1OCC(=O)Nc1cc(C(F)(F)F)ccc1N1CCOCC1	-4	101	101	-6	-21	3	101	6	-8	2	1
O=C(Nc1nccs1)c1cccc(S(=O)(=O)N2CCOCC2)c1	-4	101	104	-3	4	-2	103	-3	-4	-1	-3
CCCCNC(=O)c1ccc(/C=C2\Oc3ccccc3N(C)C2=O)cc1	-4	103	100	-6	-51	-2	96	-6	-2	-1	0
COC(=O)c1ccc(S(=O)(=O)N2CCCC2)o1	-10	99	99	-6	-23	1	100	17	-10	4	0
